# Source: PubChem
# M1 PAM parental: nonselective activator or artifact in parental CHO-K1 calcium assay. 360,000 tested, 0.02% active. activation, % at 3 µM. AID 602247. ATP EC20, Fluo-8 calcium fluorescence; 0% at ATP EC20, 100% at ATP max;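 active = activation above the run cutoff, the mean activation of all test compounds plus 3 SD, cut at about 40% in these data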;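 note: peak over basal fluorescence ratio in a 140 s read after ATP addition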
# OXTR potentiate: potentiators of human oxytocin receptor; P30559; CHO-OTR cells, Fluo-8 calcium fluorescence, potentiator mode; 0% = oxytocin EC15, 100% = EC100; activation, % at 3 µM; 320,000 tested, 0.061% active; AID 2445;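 active = activation above that plate's cutoff, the mean activation of tested compounds plus 3 SD, cut at about 6.6% in these data, passing the limit was not always enough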;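 note: 100% uses oxytocin at 75 nM as the full agonist control; some results filed as inactive read as strong as hits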
# Target sequence (P30559 whole entry, looked up): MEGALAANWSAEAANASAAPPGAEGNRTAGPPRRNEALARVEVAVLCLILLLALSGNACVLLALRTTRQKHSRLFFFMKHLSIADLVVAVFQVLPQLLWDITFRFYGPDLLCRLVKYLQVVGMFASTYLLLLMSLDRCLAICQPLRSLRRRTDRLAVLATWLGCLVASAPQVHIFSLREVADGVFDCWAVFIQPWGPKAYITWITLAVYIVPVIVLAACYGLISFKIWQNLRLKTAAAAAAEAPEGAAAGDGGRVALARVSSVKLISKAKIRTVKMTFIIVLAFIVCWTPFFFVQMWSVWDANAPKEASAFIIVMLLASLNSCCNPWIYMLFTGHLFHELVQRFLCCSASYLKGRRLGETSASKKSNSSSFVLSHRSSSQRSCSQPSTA
#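 Replication – single well per compound, singlicate · Assay system – CHO cell line stably expressing human OTR · Timing – 6 min pre-incubation, 100 s read · Measure – normalized max/min fluorescence ratio, % activation · Doses – 3.0 µM, one dose · Detection – Fluo-8 calcium dye fluorescence · Probe or stimulus – oxytocin near EC15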
# CHO parental Ca: counter-screen for OX1R antagonists: effect in parental CHO cells. parental CHO-K1, ATP-induced calcium, Fluo-8 fluorescence. AID 463079. 330,000 tested, 0.63% active. inhibition, % at 5.6 µM;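 active = inhibition above that plate's mean sample inhibition plus 3 SD, cut at about 26% in these data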;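 note: 0% = ATP-challenged DMSO wells and 100% = DMSO wells without ATP; some compounds past the cut are filed as inactive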
#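 Assay system: untransfected parental CHO cell line. Also added: ATP agonist challenge. Dosing: one dose, 5.6 µM nominal. Measured by: Fluo-8 fluorescence. Read-out: % inhibition. Benchmarks: ATP wells versus no-ATP DMSO wells. Repeats: no replicates.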
# CHO-K1 Ca antag: nonselective inhibitor or artifact in parental CHO-K1 cells; 360,000 tested, 0.6% active; inhibition, % at 3 µM; AID 602250; ATP-induced calcium, Fluo-8 fluorescence;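 active = inhibition above a per-plate cutoff, the plate's mean sample inhibition plus 3 SD, cut at about 24% in these data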;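 note: 0% = DMSO plus EC80 ATP and 100% = DMSO alone without ATP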
# TAAR1 agonist: agonists of human TAAR1. activation, % at 3 µM. CHO RD-HGA16 TAAR1, Fluo-8 calcium fluorescence; vehicle wells 0%, saturating PEA agonist 100%. AID 624467. 360,000 tested, 0.99% active;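 active = activation above the mean activation of all test compounds in the run plus 3 SD, cut at about 38% in these data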
# Target sequence (Q96RJ0 whole entry, looked up): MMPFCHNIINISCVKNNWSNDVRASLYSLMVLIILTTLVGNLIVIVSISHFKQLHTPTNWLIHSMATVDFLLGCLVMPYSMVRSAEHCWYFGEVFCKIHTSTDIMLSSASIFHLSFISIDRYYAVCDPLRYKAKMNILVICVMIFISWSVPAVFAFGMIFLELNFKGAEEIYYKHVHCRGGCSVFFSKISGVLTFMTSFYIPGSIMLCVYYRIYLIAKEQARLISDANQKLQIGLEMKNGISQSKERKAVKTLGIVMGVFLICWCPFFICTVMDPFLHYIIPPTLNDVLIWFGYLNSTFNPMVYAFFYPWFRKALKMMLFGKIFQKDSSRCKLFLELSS
#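 System: CHO RD-HGA16 cells carrying human TAAR1 plus Gα16; Incubation: 17-24 h seeding, 75 min 37 °C dye, 30 min RT; Measured by: Fluo-8 fluorescence, 5 s baseline then 140 s kinetic read; Control set: DMSO and PEA EC100; Replication: single well for each compound.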
# CHO-K1 Ca ag: counter-screen for M1 agonists: effect in parental CHO-K1 cells | Fluo-8 calcium fluorescence; scaled to maximal ATP response, vehicle zero | activation, % at 3 µM | 360,000 tested, 0.48% active | AID 602248; in the data active = activation above about 15%;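 note: untransfected CHO-K1 host cells lacking M1 receptor as counterscreen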
# M1 antag: human CHRM1 antagonism; inhibition, % at 3 µM; 360,000 tested, 1.3% active; CHO-K1 hM1, Fluo-8 calcium fluorescence, ACh EC80 antagonist;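 active = percent inhibition above its own plate's cutoff, namely the mean of that plate's compound wells plus 3 SD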;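 note: peak over basal fluorescence ratio during 140 s after agonist addition; 0% = ACh EC80 plus DMSO and 100% = DMSO alone without agonist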
# CHRM1 agonist: agonists of human M1 muscarinic receptor; CHO-K1 hM1, Fluo-8 calcium fluorescence, agonist mode; 0% DMSO, 100% acetylcholine EC100; activation, % at 3 µM; 360,000 tested, 0.33% active;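 active = activation above the run's mean compound activation plus 3 SD, cut at about 16% in these data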;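 note: peak over basal fluorescence ratio within a 140 s kinetic read after compound addition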
# TAAR1 antag: antagonists of human TAAR1 | Q96RJ0 | CHO RD-HGA16 TAAR1, Fluo-8 calcium fluorescence, antagonist | inhibition, % at 3 µM | 360,000 tested, 1.5% active;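 active = inhibition above a per-plate cutoff, the mean inhibition of test compounds on that plate plus 3 SD, cut at about 49% in these data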;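 note: 0% = DMSO plus EC80 beta-PEA response and 100% = DMSO alone without agonist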
#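 Test system: RD-HGA16 CHO cells with stable hTAAR1 and Gα16 / Probe or stimulus: EC80 β-phenethylamine stimulus / Times: seeding 17-24 h prior, 75-min 37 °C, 30-min RT dye loading / Detection: Fluo-8 calcium-sensitive fluorescence / Read-out basis: % inhibition scaled between DMSO and EC80 PEA controls / Repeats: singlicate, one well per test compound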
# * = called active by the depositor; . = no result given.
1: CCn1ccnc1CN(C)Cc1nc(Cc2cccc(C(F)(F)F)c2)no1
2: C[C@H](CO)N1C[C@H](C)[C@@H](CN(C)C(=O)Nc2ccc(C(F)(F)F)cc2)Oc2c(NS(=O)(=O)c3ccc(F)cc3)cccc2C1=O
3: CC1=C(C(=O)N(C(C)C)C(C)C)CC(CC(=O)NCc2ccco2)C(=O)N1CCC1=CCCCC1 (stereo not drawn)
4: COc1ccc(C(=O)NCCS(=O)(=O)NCc2cccnc2)cc1
5: Cc1ccc(-c2cc(C(=O)Nc3cc(C)on3)c3ccccc3n2)cc1
6: CCCCCOc1ccc(CSCCNC(=S)Nc2ccccc2)cc1
7: O=C(CSc1nnc(COc2ccc(F)cc2)o1)N1CCCCC1
8: CCN(C(=O)Cn1cnc2c1c(=O)n(C)c(=O)n2C)C1CCCCC1
9: CCOc1ccc(-n2c(-c3ccco3)nc3c(cnn3-c3ccc(C)cc3)c2=O)cc1
10: COc1ccc2[nH]cc(CCN=C3SCC(=O)N3C)c2c1

assay / compound	1	2	3	4	5	6	7	8	9	10
M1 PAM parental	13	-6	14	2	4	13	-15	-8	-5	25
OXTR potentiate	-3	-7	.	0	-1	-10	-7	-6	-4	-11
CHO parental Ca	-12	-19	.	0	-18	-7	-14	0	-3	-8
CHO-K1 Ca antag	-15	-7	-26	0	4	2	-4	-6	-9	-14
TAAR1 agonist	10	1	-2	2	1	2	-3	7	-3	5
CHO-K1 Ca ag	1.0	-0.2	-0.5	-0.3	-0.3	0.0	0.3	0.3	0.2	0.7
M1 antag	-5	9	-41	-4	-2	-5	5	-7	0	11
CHRM1 agonist	-9	-2	-7	-3	-5	-8	0	1	5	-4
TAAR1 antag	8	-5	-11	-40	20	2	-3	2	-4	4

# The closing 4 records of the section above lead into the next:
7: O=C(CSc1nnc(COc2ccc(F)cc2)o1)N1CCCCC1
8: CCN(C(=O)Cn1cnc2c1c(=O)n(C)c(=O)n2C)C1CCCCC1
9: CCOc1ccc(-n2c(-c3ccco3)nc3c(cnn3-c3ccc(C)cc3)c2=O)cc1
10: COc1ccc2[nH]cc(CCN=C3SCC(=O)N3C)c2c1
11: CN(C)c1ccc(/C=C/c2ccc3ccccc3[n+]2C)cc1
12: Cc1nc(N2CCOCC2)nc(N2CCC(C)CC2)c1[N+](=O)[O-]
13: Cc1[nH]c(C(=O)O)c(C#N)c1C(=O)c1ccccc1
14: Cn1nnnc1SCC(=O)Nc1ccc(S(=O)(=O)N2CCOCC2)cc1
15: CCCOc1ccc(C(NC(=O)CC(C)C)NC(=O)CC(C)C)cc1OC
16: NC(=O)CN(c1ccc(Oc2ccccc2)cc1)S(=O)(=O)c1ccccc1
17: CCOC(=O)c1csc(N)n1
18: Cc1snc(SCC(=O)c2ccc(Cl)cc2)c1C#N
19: CC(=O)NC(Cc1ccc(F)cc1)C(=O)NC1CCN(c2ncccc2[N+](=O)[O-])CC1 (stereo not drawn)
20: CN1CCN(c2cc3c(c4c2[nH]c2ccccc24)C(=O)CC(C)(C)C3)CC1

assay / compound	7	8	9	10	11	12	13	14	15	16	17	18	19	20
M1 PAM parental	-15	-8	-5	25	7	-3	-1	6	-3	-18	18	-8	5	-6
OXTR potentiate	-7	-6	-4	-11	0	-2	-2	-5	-1	-11	-8	-10	-30	-8
CHO parental Ca	-14	0	-3	-8	0	-18	-4	-7	-8	-13	-6	-31	0	5
CHO-K1 Ca antag	-4	-6	-9	-14	0	-1	-2	-2	7	-2	-9	0	-4	13
TAAR1 agonist	-3	7	-3	5	1	12	-1	0	5	2	0	8	2	29
CHO-K1 Ca ag	0.3	0.3	0.2	0.7	0.2	-0.1	0.3	0.5	-0.6	2.4	3.2	1.5	0.4	0.7
M1 antag	5	-7	0	11	0	3	-11	-4	7	1	-11	0	-7	-1
CHRM1 agonist	0	1	5	-4	-8	-7	-2	-4	-2	1	-5	-4	-3	2
TAAR1 antag	-3	2	-4	4	1	-54	4	-17	1	1	-13	-5	7	27

21: CC(/C=N/n1c(-c2ccccc2)n[nH]c1=S)=C\c1ccco1
22: O=C(O)CCC(=O)N1CN2CN(C(=O)CCC(=O)O)CC([N+](=O)[O-])(C2)C1
23: Cc1ccc(C)c(OCCC(=O)OCC(=O)c2c(N)n(C)c(=O)n(C)c2=O)c1
24: O=C(O)C1CCC(N2C(=O)c3cccc([N+](=O)[O-])c3C2=O)CC1 (stereo not drawn)
25: COc1cc(CCC(=O)OCC(=O)NC2CCCC(C)C2C)cc(OC)c1OC (stereo not drawn)
26: O=P(Cc1ccccc1)(Cc1ccccc1)c1ccccc1
27: O=C(CCN1C(=O)/C(=C\c2ccccc2)SC1=S)N1CCOCC1
28: CCOC(=O)c1c(NC(=O)Cc2cccs2)sc(C)c1C
29: Cc1cccc(NCC(=O)c2c(N)n(C)c(=O)n(C)c2=O)c1C
30: O=C(Nc1ccccn1)c1nc(-c2ccccc2)n(-c2ccccc2)n1

assay / compound	21	22	23	24	25	26	27	28	29	30
M1 PAM parental	-4	12	-21	18	7	5	9	13	-4	25
OXTR potentiate	-6	2	-5	-3	-2	.	-12	-2	-12	2
CHO parental Ca	-20	4	1	-6	-21	.	-16	-24	-1	-6
CHO-K1 Ca antag	-5	-16	-1	-2	-15	-16	-12	-19	2	-7
TAAR1 agonist	3	-2	4	1	0	0	6	22	10	1
CHO-K1 Ca ag	-0.1	0.1	3.4	0.2	2.7	-0.5	1.6	0.4	0.2	0.7
M1 antag	-12	-4	-12	-8	-5	-27	-5	-8	6	-2
CHRM1 agonist	-1	2	-1	-2	-6	-1	-4	-6	-8	-8
TAAR1 antag	-4	-6	-30	-11	-13	-32	2	-6	2	-4

31: CCCCCC(=O)N1C[C@H](O)[C@@H](n2cc(-c3ccc(F)cc3)nn2)C[C@@H]1c1ccc(Cl)cc1
32: Cc1ccc(C(=O)N2CCN(C/C=C/c3ccccc3)CC2)cc1S(=O)(=O)N1CCOCC1
33: COc1cc(/C=N/Nc2nnc3c(n2)[nH]c2ccccc23)ccc1O
34: COc1ccc2c(C(=O)CN3CC(C)OC(C)C3)c[nH]c2c1 (stereo not drawn)
35: COCC(CN1CCN(C2=NS(=O)(=O)c3ccccc32)CC1)OC(=O)c1ccccc1 (stereo not drawn)
36: O=C(/C=C/c1cccc([N+](=O)[O-])c1)Nn1c(-c2ccccc2F)nc2ccccc2c1=O
37: CCN(C(=O)CN(C1=NC2CS(=O)(=O)CC2S1)c1ccc(OC)cc1)c1cccc(C)c1 (stereo not drawn)
38: COc1ccccc1CN(C)C(=O)CN1CCN(CC(=O)Nc2ccccc2Cl)CC1
39: COc1cc(C2C(N3C(=O)c4ccccc4C3=O)C(=O)N2c2ccc(C)c(C)c2)cc(OC)c1OC (stereo not drawn)
40: Nc1ccn(CCCN2CCN(Cc3cccc4ccccc34)CC2)c(=O)n1

assay / compound	31	32	33	34	35	36	37	38	39	40
M1 PAM parental	11	17	15	22	-17	12	9	4	35	10
OXTR potentiate	.	.	1	-7	-16	-7	.	-4	-3	.
CHO parental Ca	.	.	-3	0	-7	-15	.	-24	-17	.
CHO-K1 Ca antag	-10	-9	-3	-11	-15	0	-6	-11	-14	-9
TAAR1 agonist	0	18	1	22	2	7	1	-1	12	0
CHO-K1 Ca ag	3.2	5.9	1.1	0.7	0.8	2.9	-0.1	0.6	2.2	0.2
M1 antag	4	73*	-1	18	-10	-2	-8	10	-1	-10
CHRM1 agonist	-6	-7	-4	-3	-5	-6	-6	-4	-5	-10
TAAR1 antag	25	-11	7	-7	-11	-3	-2	-8	-9	5

41: COc1ccc(NC(=O)CCC(=O)c2cccs2)cc1S(=O)(=O)Nc1ccccc1Cl
42: Cc1c(C(=O)N2CCN(c3ccc(F)cc3)CC2)sc2nc(-c3ccccc3)cn12
43: Cc1ccccc1CNC(=O)c1cc(COc2ccc(F)cc2F)on1
44: N#C/C(=C\c1ccc[nH]1)C(=O)Nc1ccccc1F
45: Cc1ccc(C)c(Cn2c3ccccc3c3cnn(CC(=O)NCCN4CCOCC4)c(=O)c32)c1
46: CC(C)Cc1ccc(C(C)NC(=O)c2ccc(=O)[nH]c2)cc1 (stereo not drawn)
47: CC1CCN(C(=O)COC(=O)c2cc(S(=O)(=O)N3CCOCC3)ccc2Cl)CC1
48: Cc1ccccc1-c1nnc(SCC(=O)c2c(N)n(C3CC3)c(=O)[nH]c2=O)o1
49: O=[N+]([O-])c1ccccc1OCCN1CCCC1
50: COc1ccc(CCN2C(=O)C(Oc3ccccc3)C2c2ccc3c(c2)OCO3)cc1 (stereo not drawn)
51: Cc1ccc(S(=O)(=O)Nc2cc(Cl)c(O)c3ncccc23)cc1

assay / compound	41	42	43	44	45	46	47	48	49	50	51
M1 PAM parental	6	-3	8	4	12	-8	8	2	-1	10	-7
OXTR potentiate	-10	-4	-7	.	-21	-36	-14	-3	-4	0	-10
CHO parental Ca	-11	2	3	.	-27	6	-2	-12	1	-7	-4
CHO-K1 Ca antag	3	-4	-8	0	-7	4	-7	-7	-8	-13	5
TAAR1 agonist	9	4	9	0	3	91*	1	6	-1	12	-2
CHO-K1 Ca ag	7.5	0.3	0.7	1.4	0.8	15*	3.0	0.3	0.7	1.3	4.0
M1 antag	9	-5	-3	1	-2	11	-17	-1	20	0	10
CHRM1 agonist	-4	-2	0	-2	-4	12	-2	-2	-9	-4	-1
TAAR1 antag	20	-10	-5	-16	-11	39	-7	0	5	31	13

# Exported with bars between the fields: part of the list above.
no. | SMILES | M1 PAM parental | OXTR potentiate | CHO parental Ca | CHO-K1 Ca antag | TAAR1 agonist | CHO-K1 Ca ag | M1 antag | CHRM1 agonist | TAAR1 antag
37 | CCN(C(=O)CN(C1=NC2CS(=O)(=O)CC2S1)c1ccc(OC)cc1)c1cccc(C)c1 (stereo not drawn) | 9 | . | . | -6 | 1 | -0.1 | -8 | -6 | -2
38 | COc1ccccc1CN(C)C(=O)CN1CCN(CC(=O)Nc2ccccc2Cl)CC1 | 4 | -4 | -24 | -11 | -1 | 0.6 | 10 | -4 | -8
39 | COc1cc(C2C(N3C(=O)c4ccccc4C3=O)C(=O)N2c2ccc(C)c(C)c2)cc(OC)c1OC (stereo not drawn) | 35 | -3 | -17 | -14 | 12 | 2.2 | -1 | -5 | -9
